Screening data: PubChem, Sanford-Burnham Center for Chemical Genomics
TIM10 inh = TIM10 yeast growth inhibition; AID 463195; S. cerevisiae TIM10 strain growth, BacTiter-Glo luminescence, 24 h; hit rate 1.4% among 330,000; inhibition, % at 10 µM;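 active means inhibition of 40% or more at the single tested concentration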;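 further: wild-type TIM10 isogenic control strain grown at permissive 25 °C; 0% = DMSO yeast wells and 100% = minimal medium wells without yeast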
mIAP inh = blocks mouse intestinal alkaline phosphatase; hit rate 0.2% among 330,000; inhibition, % at 10 µM; purified mouse IAP, CDP-Star luminescence, 30 min; AID 2806;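 active means inhibition of at least 40% at 10 µM in the primary screen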;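 further: plate controls were DMSO with enzyme for no effect and no enzyme wells for full effect; values of inactives mirror those of a sister screen read the other way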
APOBEC3G inh = APOBEC3G (human) deaminase inhibition. recombinant A3G, ssDNA deamination FAM/TAMRA fluorescence. inhibition, % at 20 µM. hit rate 0.28% among 330,000. AID 493012;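 active means inhibition of at least 40% at 20 µM, with no more than 30% in the related APOBEC3A deaminase screen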;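 further: plate controls were DMSO wells with A3G for no effect and wells lacking A3G enzyme for full effect; some compounds called inactive have numbers as strong as hits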
Target sequence (Q9HC16 whole entry, looked up): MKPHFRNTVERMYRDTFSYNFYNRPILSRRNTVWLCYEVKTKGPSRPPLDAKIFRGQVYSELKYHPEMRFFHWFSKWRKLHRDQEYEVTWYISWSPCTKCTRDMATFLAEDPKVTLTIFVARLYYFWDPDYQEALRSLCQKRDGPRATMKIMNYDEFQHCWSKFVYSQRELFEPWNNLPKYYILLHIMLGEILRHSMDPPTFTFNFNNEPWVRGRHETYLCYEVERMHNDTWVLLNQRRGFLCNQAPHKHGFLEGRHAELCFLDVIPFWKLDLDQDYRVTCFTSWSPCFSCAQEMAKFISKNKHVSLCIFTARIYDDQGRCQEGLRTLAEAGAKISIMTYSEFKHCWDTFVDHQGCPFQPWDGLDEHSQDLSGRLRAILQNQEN
APOBEC3A inh = blocks human APOBEC3A ssDNA deamination. recombinant A3A, FAM/TAMRA ssDNA deamination fluorescence. P31941. inhibition, % at 20 µM. hit rate 0.41% among 330,000;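 active means at least 40% inhibition at 20 µM here, with at most 30% in a related deaminase screen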;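 further: plate controls were A3A with DMSO for no effect and wells lacking A3A enzyme for full effect; some results filed as inactive read as strong as hits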
Target sequence (P31941 whole entry, looked up): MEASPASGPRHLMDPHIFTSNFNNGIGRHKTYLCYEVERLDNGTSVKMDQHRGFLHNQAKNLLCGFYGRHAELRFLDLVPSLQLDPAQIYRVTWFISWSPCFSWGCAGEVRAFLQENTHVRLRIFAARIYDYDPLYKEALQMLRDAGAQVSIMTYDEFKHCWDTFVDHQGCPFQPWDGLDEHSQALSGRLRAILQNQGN
NLRP3 yeast inh = blocks the NALP3 inflammasome reconstituted in yeast; Yeast reconstituted NLRP3/ASC/caspase-1, beta-gal luminescence, 24 h; inhibition, % at 10 µM; hit rate 0.39% among 330,000; AID 2825;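 active means inhibition of 50% or more; inactive means inhibition below 50%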;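 further: plate controls were induced DMSO wells for no effect and uninduced yeast grown without galactose for full effect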
MIN6 prolif = induces beta-cell replication in MIN6 cells | MIN6 cells proliferation, ATPlite luminescence, 48 h; cells starved in 0.2% serum; 100% = growth in 10% serum | proliferation, % at 10 µM | hit rate 0.29% among 330,000;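 active means compounds whose signal lies at least 3.5 SD above the mean of all wells on their plate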;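 further: 0% = DMSO-treated cells in low-serum medium and 100% = 10% serum control; some compounds called inactive have numbers as strong as hits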
hIAP block = human IAP inhibition; P09923; purified IAP, CDP-Star luminescence, 30 min; inhibition, % at 10 µM; hit rate 0.12% among 330,000; AID 2544;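 active means inhibition reaching a set limit with compound at 10 µM in the primary screen, cut at about 35% in these data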;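 further: plate controls were DMSO wells with enzyme for no effect and no-enzyme buffer wells for full effect; values of inactives mirror those of a sister screen read the other way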
Target sequence (P09923 whole entry, looked up): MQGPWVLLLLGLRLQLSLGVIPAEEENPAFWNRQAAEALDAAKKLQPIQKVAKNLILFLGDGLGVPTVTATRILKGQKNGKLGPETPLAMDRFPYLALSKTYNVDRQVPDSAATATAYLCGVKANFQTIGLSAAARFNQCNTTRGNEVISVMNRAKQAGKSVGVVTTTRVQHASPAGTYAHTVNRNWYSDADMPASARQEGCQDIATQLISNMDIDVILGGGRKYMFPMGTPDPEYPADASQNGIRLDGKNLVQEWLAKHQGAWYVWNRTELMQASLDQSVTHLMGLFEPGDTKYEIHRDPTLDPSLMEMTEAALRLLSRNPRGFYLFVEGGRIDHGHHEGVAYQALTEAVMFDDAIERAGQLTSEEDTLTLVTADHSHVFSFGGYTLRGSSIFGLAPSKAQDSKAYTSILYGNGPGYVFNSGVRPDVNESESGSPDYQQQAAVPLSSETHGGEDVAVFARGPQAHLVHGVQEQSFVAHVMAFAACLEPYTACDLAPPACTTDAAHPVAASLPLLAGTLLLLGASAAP
tim10-1 inh = inhibits growth of tim10-1 mutant yeast; inhibition, % at 20 µM; AID 463190; S. cerevisiae tim10-1 ts strain growth, BacTiter-Glo, 24 h; hit rate 2.2% among 330,000;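 active means inhibition of at least 40%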;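 further: mutant grown at 25 °C; 0% = DMSO wells with yeast and 100% = wells holding no yeast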
mIAP activ = increases mouse intestinal alkaline phosphatase activity; hit rate 0.24% among 330,000; activation factor at 10 µM; AID 2805; muIAP, CDP-Star luminescence, 30 min; hits give high values; 1 = vehicle-only enzyme signal, 0 = enzyme-free wells;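 active means activation factor of at least 2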; further: the source names both 10 and 20 µM as test concentration; values of inactives mirror those of a sister screen read the other way
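Assay system: mouse IAP enzyme; Reagent: CDP-Star chemiluminescent phosphatase substrate; Compound: DMSO-dissolved test compounds; Incubation: 30 min, room temperature; Technique: luminescence from enzymatic CDP-Star hydrolysis; Controls: DMSO-only wells and no-enzyme negative control.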
Numbers without * were called inactive. Compounds as they come; any-hit rate near 4.6%.

SMILES	TIM10 inh	mIAP inh	APOBEC3G inh	APOBEC3A inh	NLRP3 yeast inh	MIN6 prolif	hIAP block	tim10-1 inh	mIAP activ
COc1cccc(CNC(=O)CCCn2ccc3cc(S(=O)(=O)N4CCCC4)ccc32)c1	-9	-8	-6	-5	-4	-3	-7	-1	1.1
Cc1ccc(/C=N\NC(=O)c2ccc3c(c2)OCO3)o1	12	7	-2	2	7	2	-11	-4	0.93
COc1ccc(Br)cc1/C=N/NC(=O)CN1CCN(Cc2ccccc2)CC1	3	14	-2	0	21	-3	2	3	0.86
CCOC(=O)c1cc(C#N)c(SC)nc1-c1ccccc1	-20	2	-2	-2	5	0	-23	3	0.98
O=C(Nc1nnc(-c2ccccc2Cl)o1)c1nc2ccccc2s1	-10	8	-3	-2	9	-5	-11	-3	0.92
CC(Sc1nnc(COc2ccccc2)n1Cc1ccccc1)C(=O)O (stereo not drawn)	-11	5	-4	-2	-4	1	2	4	0.95
Cc1cc(C)c(NC(=O)C(C)N2CCCCCC2)c(C)c1 (stereo not drawn)	-2	1	-4	-1	-8	-1	-8	0	0.99
CC(=O)Cc1cc(O)c2ccccc2c1OC(=O)c1ccccc1	27	-6	-1	2	2	-6	7	43*	1.1
O=C(COC(=O)c1ccccc1SCC(=O)N1CCCC1)Nc1ccccc1C(F)(F)F	-3	3	4	0	14	-3	2	11	0.97
CC(C)CNC(=O)C1c2ccccc2Oc2ccccc21	7	5	-16	-3	15	2	-19	-7	0.95
Fc1ccc2nc3n(c2c1F)CCCCCC3	-16	-5	-1	-1	39	0	0	10	1
CCCn1c(=O)c2[nH]cnc2n(-c2ccccc2C)c1=O	1	-1	-3	4	9	-2	21	-5	1
Cc1cccc(NC(=O)C2CCCN(C(=O)NCc3ccccc3)C2)c1C (stereo not drawn)	-10	-5	-6	-2	7	-4	8	4	1
CC(C)NC(=O)C(=O)NC1CCCCCC1	2	-4	-8	-4	-5	1	9	-3	1
Cc1ccc(-c2nn(-c3ccccc3)cc2C(=O)O)o1	12	13	32	77	-6	0	12	-6	0.87
CCOC(=O)C(C(=O)N(C)Cc1ccccc1)C1CCCCC1 (stereo not drawn)	-5	-5	-6	-4	15	0	-17	20	1
CCOP1(=O)C=C(C(C)(C)C)OC1c1ccc(F)cc1 (stereo not drawn)	1	3	-5	-1	-51	0	-7	24	0.97
Cc1ccc(NC(NC(=O)c2ccccn2)C(Cl)(Cl)Cl)cc1 (stereo not drawn)	27	10	-6	-4	5	-1	-1	30	0.9
NC(=O)C1(N2CCCCC2)CCN(Cc2ccccc2Cl)CC1	9	-2	0	1	-10	-3	27	8	1
CCCCCc1nnc(NC(=O)CN2C(=O)C3CCCCC3C2=O)s1 (stereo not drawn)	9	1	-2	0	0	-3	7	7	0.99
O=C(NNC1=NCCC1)c1cccc(S(=O)(=O)N2CCCC2)c1	-1	3	-3	2	0	-3	-12	8	0.97
Cc1cc(C)c(NC(=O)CS(=O)CC(=O)NCCCc2ccccc2)c(C)c1 (stereo not drawn)	1	4	0	-1	11	-2	0	4	0.96
Cn1c(SCC(=O)N2CCc3ccccc3C2)nnc1-c1ccncc1	-1	-1	-4	8	0	0	1	7	1
O=C1C=C(NCc2ccc(Cl)cc2Cl)C2(CCCCC2)O1	15	-63	-9	6	10	-3	-32	20	1.6
Brc1cc2c(cc1C1Nc3ccccc3C3C=CCC31)OCO2 (stereo not drawn)	1	5	-9	1	14	-6	2	34	0.95
Additional results.
SMILES	TIM10 inh	mIAP inh	APOBEC3G inh	APOBEC3A inh	NLRP3 yeast inh	MIN6 prolif	hIAP block	tim10-1 inh	mIAP activ
CN(C)CCNC(=O)Cn1nc(-c2ccc(Cl)cc2)ccc1=O	-23	-2	-7	3	13	-4	-4	-11	1
Cc1cccc2cc(CN(CCCN3CCOCC3)Cc3nnnn3C(C)(C)C)c(=O)[nH]c12	8	-5	-5	-2	12	0	-6	6	1.1
O=S(=O)(N/N=C\c1ccc2c(c1)OCO2)c1ccc(F)cc1	-9	2	-8	2	17	-3	-20	-7	0.98
C#CCn1c(=NC(=O)c2ccccc2[N+](=O)[O-])sc2cc(S(C)(=O)=O)ccc21	-39	0	-4	-2	-1	0	2	4	1
O=C(N1CCC(O)(c2cccnc2)CC1)C12CC3CC(CC(C3)C1)C2	12	-1	-3	-1	-7	1	13	11	1
COc1cc(/C=C2\SC(=Nc3ccc(Cl)c(C(=O)O)c3)NC2=O)c(Br)c(Br)c1O	4	12	5	17	-4	-2	2	12	0.88
COc1ccc(NCC(=O)NN=C2CCS(=O)(=O)c3ccc(F)cc32)cc1	-7	10	-6	-6	10	-1	5	4	0.9
CCc1c(C)sc(NC(=O)c2ccccc2[N+](=O)[O-])c1C(N)=O	-4	0	0	1	0	-1	-12	-14	1
COc1cccc(C(=O)Nc2ccc(NC(=O)C3C4C=CC(C4)C3C(=O)O)cc2)c1 (stereo not drawn)	14	-7	-7	-5	25	1	-37	20	1.1
Cn1nnc(C(O)CN2CCOCC2)n1 (stereo not drawn)	-1	0	2	2	-17	1	1	-14	0.99
Cc1nnc2ccc(-c3ccc(NS(=O)(=O)c4ccccc4[N+](=O)[O-])cc3)nn12	11	2	4	-1	9	5	-12	10	0.98
COc1ccc([N+](=O)[O-])cc1N(CC(O)CN1CCCCC1)S(=O)(=O)c1ccccc1 (stereo not drawn)	11	5	-7	-2	21	0	5	4	0.95
O=C(C1=C(O)C(=O)N(CCN2CCOCC2)C1c1cccc(F)c1)c1cc2ccccc2o1 (stereo not drawn)	3	-6	-11	-10	0	-4	-17	-7	1.1
Brc1ccccc1-c1csnn1	-1	5	-9	-5	1	-1	-1	12	0.95
Cc1ccc(C)c(C(=O)CCC(=O)Nc2cccnc2)c1	13	-14	1	0	6	2	11	9	1.1
COc1cc(OC)c(C(=O)NC2CCCCCC2)cc1OC	21	-6	-7	-2	-2	-2	-2	-4	1.1
CC(C)Nc1ncnc2c1nnn2Cc1ccccc1	-7	-3	7	4	6	-2	9	10	1
O=C(OCC(=O)N1CCN(c2ccccc2)CC1)c1ccc(O)cc1O	1	8	-6	-2	4	-2	-24	-5	0.92
O=C(NC(=S)NNC(=O)c1ccccc1O)c1ccccc1	49*	28	-7	-4	46	-1	-114	11	0.71
OCCNc1nc(C2CC2)nc2c1nnn2Cc1ccccc1Cl	12	7	-5	0	11	6	3	21	0.93
Cc1cc(C(F)F)n2nc(C(=O)Nc3ccc(F)cc3F)nc2n1	5	4	-10	-4	3	0	3	-8	0.96
N=C1C(c2ccccc2)=C(O)CN1c1cccc(S(=O)(=O)N2CCOCC2)c1	5	1	-2	3	17	1	-14	-8	0.99
N#Cc1cccc(-n2nnnc2-c2ccccn2)c1	8	-4	0	5	8	0	4	5	1
CCOC(=O)CNC(=O)Cn1cnc2c(nnn2-c2ccc(C)cc2)c1=O	-12	-4	0	1	0	-2	19	20	1
Cn1c(=O)n(C)c2cc(N3CCOCC3)c(NC(=O)c3ccc(F)cc3)cc21	0	-2	-2	-3	17	0	2	2	1

Shown with values under each structure: 4 of the compounds above.
Order of values: TIM10 inh | mIAP inh | APOBEC3G inh | APOBEC3A inh | NLRP3 yeast inh | MIN6 prolif | hIAP block | tim10-1 inh | mIAP activ
- Brc1ccccc1-c1csnn1
 : -1 | 5 | -9 | -5 | 1 | -1 | -1 | 12 | 0.95
- Cc1ccc(C)c(C(=O)CCC(=O)Nc2cccnc2)c1
 : 13 | -14 | 1 | 0 | 6 | 2 | 11 | 9 | 1.1
- COc1cc(OC)c(C(=O)NC2CCCCCC2)cc1OC
 : 21 | -6 | -7 | -2 | -2 | -2 | -2 | -4 | 1.1
- CC(C)Nc1ncnc2c1nnn2Cc1ccccc1
 : -7 | -3 | 7 | 4 | 6 | -2 | 9 | 10 | 1

(continued)
SMILES	TIM10 inh	mIAP inh	APOBEC3G inh	APOBEC3A inh	NLRP3 yeast inh	MIN6 prolif	hIAP block	tim10-1 inh	mIAP activ
Cc1csc2nc(O)c(C(=O)NCCCN3CCCC3=O)c(=O)n12	-12	7	-10	-5	14	2	0	1	0.93
Cc1c(NC(=O)CSc2ncnc3ccccc23)c(=O)n(-c2ccccc2)n1C	-8	-11	-1	-4	-3	0	-14	9	1.1
Cc1ccc(S(=O)(=O)N2CCCCC2)cc1C(=O)N1C(C)CCCC1C (stereo not drawn)	19	-5	-7	-1	-6	-4	16	19	1.1
COc1ccc(C(=O)C2CCCN(Cc3cccc4c3OCO4)C2)cc1OC (stereo not drawn)	-13	6	-9	-3	12	-1	-54	23	0.94
COc1ccc(S(=O)(=O)N2CCC(C(=O)NCCc3ccc4c(c3)OCO4)CC2)cc1	8	-8	-6	-1	9	-3	11	31	1.1
O=C(N/N=C1\C(=O)c2cccc3cccc1c23)c1ccc(O)cc1	15	24	-4	3	9	-4	-5	24	0.76
COc1cccc(CSc2ccc(S(=O)(=O)N3CCOCC3)cc2C(=O)NCC2CCCO2)c1OC (stereo not drawn)	7	-1	-10	4	5	1	-5	1	1
CCOc1cccc(CN2CCC(CCC(=O)NC3CC3)CC2)c1O	0	-1	1	2	10	-2	0	9	1
O=C(CSc1ccc(-c2ccccn2)nn1)c1ccccc1	-4	-6	-6	-5	-15	-3	0	-19	1.1
Cc1ccc(C2CC(c3cccs3)=NN2S(=O)(=O)c2ccc(C)cc2)cc1 (stereo not drawn)	19	7	-5	-1	10	0	31	27	0.93
CCCCCC(=O)N/N=C/c1ccc([N+](=O)[O-])o1	26	23	-5	0	13	-4	-20	22	0.77
C[C@H](CO)N1C[C@H](C)[C@@H](CN(C)S(=O)(=O)c2cccs2)Oc2c(NS(=O)(=O)c3ccccc3)cccc2C1=O	-1	15	4	26	12	-1	-2	-9	0.85
CCS(=O)(=O)Nc1ccc(Cc2ccc(NS(=O)(=O)CC)cc2)cc1	11	4	-1	3	5	-4	15	13	0.96
CC1CCCN(S(=O)(=O)c2ccc(NC(=O)C3CCN(C(=O)c4ccco4)CC3)cc2)C1 (stereo not drawn)	-8	-28	-5	-1	7	3	-5	-1	1.3
C1CC2CN(c3nc4nonc4nc3N3CCSCC3)CCN2C1 (stereo not drawn)	0	17	0	1	15	-1	7	5	0.83
COc1ccc(NC(=O)c2ccc(COCC(F)(F)C(F)F)cc2)cc1OC	16	8	-5	-4	11	-2	13	5	0.92
COc1cc2c(cc1OC)C(SC)=NC(C)(C)C2	-7	-5	-7	-2	16	-4	-21	5	1.1
CC(C)CC1NC(=O)N(CC(=O)N2CCN(S(=O)(=O)c3ccc(Cl)cc3)CC2)C1=O (stereo not drawn)	-4	1	3	3	-6	-1	-26	-1	0.99
Cc1ccc(C(=O)N2CCCC(N(C)Cc3ccccc3)C2)s1 (stereo not drawn)	-10	-4	-12	-2	8	-3	-42	-9	1
COc1ccc(C(=O)OCC(=O)NC(C)CCc2ccccc2)cc1 (stereo not drawn)	-1	-2	-1	-1	13	-1	-17	27	1
CCOC(=O)n1c(=O)oc2ccc(Cl)cc21	15	4	-8	-6	10	0	-16	14	0.96
CC[C@@H](C)C(NC(=O)OC(C)(C)C)c1cn([C@@H](CCC(=O)OC(C)(C)C)C(=O)N2CCN(C(=O)OC(C)(C)C)CC2)nn1 (stereo partly drawn)	2	-5	-3	5	4	-5	5	-2	1.1
Cc1cccc(NS(=O)(=O)c2cccc(C(=O)Nc3cccc(C(=O)O)c3)c2)c1	6	-5	3	-8	17	-2	-4	8	1
Nc1ccccc1SC1CC(=O)N(c2ccc(Cl)c(Cl)c2)C1=O (stereo not drawn)	-5	-22	-7	-1	14	-5	-3	-15	1.2
Nc1nnnn1/N=C/c1ccccc1OCc1ccc(Cl)cc1	-11	10	-6	-2	9	0	12	6	0.9
